Screens as filed in PubChem BioAssay.
FLuc modulator: inhibits or activates purified firefly luciferase, miR-21 counter-screen; purified FLuc, Km substrates, luminescence inhibition; hit rate 6.9% among 360,000; Potency, µM (highest dose often 57.5 µM), without a hit: top-dose activity change, negative = inhibition, usual class: inhibitors; P08659; active means well fitted inhibition curve with a large enough effect; inconclusive means small, poorly fitted or top-dose-only effect;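 further: plate controls were vehicle for no effect and reference inhibitor for full effect; nearly all actives have a fitted effect of over 55% in size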
Target sequence (P08659 whole entry, looked up): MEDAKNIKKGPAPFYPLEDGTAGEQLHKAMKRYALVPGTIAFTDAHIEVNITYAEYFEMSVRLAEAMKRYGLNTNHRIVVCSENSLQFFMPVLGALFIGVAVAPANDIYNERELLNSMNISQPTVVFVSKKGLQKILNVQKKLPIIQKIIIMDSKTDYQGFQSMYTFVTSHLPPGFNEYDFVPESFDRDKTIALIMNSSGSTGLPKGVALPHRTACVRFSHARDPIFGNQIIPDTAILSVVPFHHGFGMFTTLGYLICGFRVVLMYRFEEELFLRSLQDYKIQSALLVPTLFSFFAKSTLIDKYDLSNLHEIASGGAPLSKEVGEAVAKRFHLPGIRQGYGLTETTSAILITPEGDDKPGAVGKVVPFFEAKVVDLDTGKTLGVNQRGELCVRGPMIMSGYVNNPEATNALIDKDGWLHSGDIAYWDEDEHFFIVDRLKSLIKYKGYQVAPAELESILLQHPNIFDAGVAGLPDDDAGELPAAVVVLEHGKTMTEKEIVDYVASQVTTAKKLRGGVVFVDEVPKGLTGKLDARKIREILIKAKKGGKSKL
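Biochemical qHTS of compounds, final roughly 60 µM downward over six points, against 10 nM purified firefly luciferase using Km concentrations of substrates (10 uM D-luciferin, 10 uM ATP) in Tris acetate pH 7.5 buffer; luminescence output.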
Numbers without * were called inactive; ? = inconclusive. Potency means the concentration at half of the fitted maximal effect. An excerpt. The share of hits here may be higher or lower than overall.

SMILES	FLuc modulator
O=S(=O)(NCCc1csc2nc(-c3ccccc3)nn12)c1ccc(Oc2ccccc2)cc1	-15%
c1ccc(-c2cn(-c3ccccc3)c3ncnc(N4CCN(c5ccccc5)CC4)c23)cc1	-2%
COc1ccccc1-c1ncnn1-c1sc2c(c1C#N)CCCCC2	1.5µM*
COc1ccc(-c2nc3ccccc3s2)cc1NC(=O)c1cccc(F)c1	-18%
CCN1CCOC(=O)C1CC(=O)Nc1ccc(Br)cc1 (centres undefined)	0%
COc1ccc(-c2cn3nc(N4CCCC(C(=O)Nc5ccc(C)c(C)c5)C4)sc3n2)cc1 (centres undefined)	-17%
CN1C(=O)C2(c3ccccc31)N(c1ccccc1)C(=O)CS2(=O)=O (centres undefined)	-1%
COc1cccc(-n2c(-c3ccco3)nc3c(cnn3-c3ccccc3C)c2=O)c1	-2%
COc1ccc2oc(-c3ccc(C)c(NC(=O)c4cccnc4)c3)nc2c1	?
COc1ccc(C(Nc2ccccn2)c2ccc3ccc(C)nc3c2O)cc1C (centres undefined)	2%
COc1ccccc1C(=O)NC(=O)Nc1ccc(-n2nc(C(F)(F)F)cc2C(F)(F)F)cc1	-1%
CCc1ccc(C(=O)c2cn(CC(=O)Nc3ccc(OC)c(Cl)c3)c3nc(C)ccc3c2=O)cc1	-5%
CCOC(=O)c1c(C)oc2ccc(N(C(C)=O)S(=O)(=O)c3c(C)cc(C)cc3C)cc12	-5%
CCc1ccccc1NS(=O)(=O)c1ccc2[nH]cc(C(=O)N(CC)Cc3ccccc3)c(=O)c2c1	?
Cc1ccccc1OCCn1c(CCNC(=O)C(C)(C)C)nc2ccccc21	-1%
O=C(Nc1ccc(C(=O)N2CCN(c3cccc(Cl)c3)CC2)cc1)c1nsc2ccccc12	4.3µM*
CCc1cccc(C)c1NC(=O)c1cc(S(=O)(=O)N2CCOCC2)cn1C	-1%
CCN1CCN(CCCNC(=O)c2ccc3c(c2)sc2nc(-c4ccc(OC)cc4)cn23)CC1	-13%
CC(C)CN(CC(C)C)c1nnc(NC(=O)Nc2cccc(C(F)(F)F)c2)s1	2%
CCN(C(=O)c1ccc2c(c1)N(Cc1cccc(Cl)c1)C(=O)c1ccccc1S2=O)c1ccccc1 (centres undefined)	-1%
O=C(c1ccc2c(c1)N(Cc1cccc(F)c1)C(=O)c1ccccc1S2)N1CCC2(CC1)OCCO2	0%
CCCc1cc(C(=O)Nc2c(C)nn(Cc3c(Cl)cccc3Cl)c2C)no1	4%
Fc1ccccc1N1CCN(c2ncnc3c2nc2n3CCCCC2)CC1	-10%
COc1cccc(CNC(=O)Cn2ncc3c4ccccc4n(Cc4ccccc4)c3c2=O)c1	-1%
CCOC(=O)N1CCc2c(sc(NCc3sccc3C)c2C(=O)Nc2cc(Cl)ccc2OC)C1	-3%
COCCNC(=O)CSc1nc(-c2ccccc2C)nc2c1c(=O)n(C)c(=O)n2C	5%
Cc1c(C(=O)N2CCC(C)CC2)c(S(=O)(=O)Nc2ccc(OC(F)(F)F)cc2)c(C)n1C	-15%
COc1ccc(Nc2cc(C(=O)NCCCN(C)Cc3ccccc3)c3ccccc3n2)cc1	-11%
Cc1ccc(CN2CCSc3ccc(C(=O)Nc4ccc(C)cc4)cc32)cc1	21µM*
Cc1ccc2nc(NC(=O)c3nc(SCc4ccccc4C)ncc3Cl)sc2c1	-6%
COc1ccc(CCNc2ncnc3c2cnn3-c2cccc(Cl)c2)cc1	-3%
COc1cccc2cc(C(=O)Nc3ccc(CC(=O)O)cc3)c(=O)oc12	1.5µM*
COC(=O)c1cc2sc(C)cc2n1CC(=O)Nc1ccc(C)cc1Cl	1%
CCOc1ccc(NC(=O)N2CCC(n3c(C)nc4cccnc43)CC2)cc1	-2%
COc1ccc(C)cc1NC(=O)NCc1ccc2c(c1)CCN2C(=O)c1ccccc1	-13%
Cc1cccc2nc(-c3cccc(NS(=O)(=O)c4ccccc4)c3)cn12	?
COc1ccc(-c2cc3ccc(O)c(CN4CCN(C)CC4)c3oc2=O)cc1OC	-10%
COc1ccc(/C=C/c2nc(C#N)c(NCCc3ccccc3)o2)cc1OC	-10%
COc1ccc(-c2nn(C)c3sc(C(=O)Nc4cccc(F)c4)cc23)cc1OC	-16%
CN(C)c1ccc(CNC(=O)CCn2c(=O)c3cccn3c3ccc(F)cc32)cc1	0%
CCOC(=O)c1cc(-c2ccc(OC)cc2)n(CCC(=O)NC2CCC(C)CC2)c1C (centres undefined)	0%
O=S(=O)(NCCc1csc(-c2ccc(F)cc2)n1)c1ccc(F)cc1F	0%
O=C(O)c1cc(-c2ccccc2)nn1Cc1ccccc1	?
Cc1ccc(N2C(=O)C(CC(=O)Nc3ccc(F)cc3)N(Cc3ccc4c(c3)OCO4)C2=O)cc1 (centres undefined)	0%
CCOC(=O)C(CC)Sc1nnc2[nH]c(=O)cc(C)n12 (centres undefined)	-1%
CCCN1CCN(CCNC(=O)Nc2cc(Cl)c(OC)cc2OC)CC1	-4%
CCc1cccc(NC(=O)c2ccc(NC(=O)N3CCSc4ncccc43)cc2)c1	-17%
CCc1ccc(NC(=O)CN2C(=O)C(c3ccc(C)cc3)=NC23CCCCC3)cc1	-3%
O=C(Nc1ccc(NC(=O)c2ccc(Br)cc2)c(Cl)c1)c1ccc(Br)cc1	2%
CCOc1ccccc1NC(=O)C(C)Sc1cc(-c2ccccc2)nc(C)n1 (centres undefined)	1%
CCN(CC)CCNC(=O)c1sc2nc(C)cc(C)c2c1-n1cccc1	-6%
CCC1CCCCN1C(=O)Cn1c(=O)n(-c2ccccc2C(F)(F)F)c(=O)c2c(C)c(C(=O)N(C)C)sc21 (centres undefined)	-1%
CCC1CN(C(=O)N2CCC(C(=O)NCc3ccc(N(C)C)cc3)CC2)c2ccccc2O1 (centres undefined)	-2%
CCOC(=O)c1c(C)[nH]c(C)c1S(=O)(=O)N1CCC(C(=O)NCc2ccc(C)cc2)CC1	-3%
O=C(Nc1ccc(F)cc1)c1ncn(-c2ccccc2)n1	11µM*
CCOC(=O)c1cccc(NC(=O)N2CC=C(c3c[nH]c4ccccc34)CC2)c1	1%
COCCn1c(C)cc(O)c(C(c2ccc(Cl)cc2)N2CCN(c3ccccc3)CC2)c1=O (centres undefined)	-3%
Cc1nn(-c2ccccc2)c2c1cc1c(=O)[nH]c(=O)nc-1n2-c1cccc(C(F)(F)F)c1	-6%
COc1ccc2c(C)c(CCC(=O)NCCc3ccccc3OC)c(=O)oc2c1	-2%
COc1ccc(-c2nc(CNS(=O)(=O)c3ccc(Br)cc3)cs2)cc1	7%

Later entries
SMILES	FLuc modulator
Cc1cccc2c1-c1sc(C(=O)NCc3ccccc3Cl)cc1CO2	-1%
CC(C)c1ccc(C(=O)Nc2cccc3cccnc23)cc1	9.5µM*
O=C(NCC(c1ccco1)S(=O)(=O)c1ccc(Cl)cc1)c1ccc(C(F)(F)F)cc1 (centres undefined)	-8%
CC(=O)Nc1ccc(S(=O)(=O)N2CCC(N3CCN(Cc4ccc(C)cc4)C(=O)C3=O)CC2)cc1	-2%
COc1ccc(OC)c(NC(=O)CCc2c(C)nc3c(c(C)nn3C(C)(C)C)c2C)c1	-3%
Cc1ccc(CNC(=O)C(C)n2c(=O)cc(-c3ccccc3)c3c(C)nn(C)c32)cc1 (centres undefined)	-3%
Cc1ccc(NC(=O)c2ccc(-n3c(C)nnc3C)cc2)cc1F	-6%
CCOC(=O)c1cccc(NC(=O)c2ccc3c(c2)nnn3CC)c1	-18%
Cc1ccc(-n2nnc3c(sc4nc(C)c(C)cc43)c2=O)cc1Cl	4%
CC1CCN(c2nc3c(S(=O)(=O)c4ccc(Cl)cc4)nnn3c3ccsc23)CC1	5%
Cc1cc(C)c(Cn2c3ccccc3c3cnn(CC(=O)NCC(C)c4ccccc4)c(=O)c32)c(C)c1 (centres undefined)	-4%
O=C(Cn1cc(C(=O)c2ccco2)c2ccccc21)Nc1ccccc1Cl	0%
Cc1ccc(-c2noc(CNC(=O)c3ccc(Br)o3)n2)cc1	0%
CCOC(=O)c1cnn(-c2ccc(C(=O)Nc3ccc(C(C)=O)cc3)cc2)c1N	-2%
Cc1ccc(Nc2nc3ccc(C(=O)c4ccccc4)cc3n3c(C)nnc23)c(C)c1	-2%
COc1ccccc1CNC(=O)CSc1nnc(C)c2c(C)n(-c3ccccc3)nc12	-13%
CC1CCN(c2nn3c(=O)c(C(=O)NCCc4ccc(Cl)cc4)cnc3s2)CC1	1%
Cc1ccc(CCNC(=O)c2ccc3c(=O)n(-c4ccc(C)cc4)c(=O)[nH]c3c2)cc1	0%
Cc1nc2c(C(=O)NCc3ccccc3Cl)cnn2c(C)c1Cc1c(F)cccc1Cl	-3%
Cc1ccc(CNc2ncnc3c2cnn3-c2ccc(C)cc2C)cc1	-13%
COc1ccccc1N1CCN(C(=O)c2cnn(-c3cccc(Cl)c3)c2C2CCN(C(=O)OC(C)(C)C)CC2)CC1	2%
COc1ccccc1-c1nnc(C2CCN(C(=O)c3ccc(Cl)cc3)CC2)o1	-1%
COc1cccc2c1cc1c(=O)n(CC(=O)NCc3ccc(C)o3)nc(C)n12	2%
CCc1ccc2oc(-c3ccc(NC(=O)c4ccc(OC)c(Br)c4)cc3)nc2c1	?
CCOc1ccc(C(=O)N2CC(=O)Nc3ccc(F)cc3C2c2ccc(F)cc2)cc1 (centres undefined)	3%
CCC1CCCCN1S(=O)(=O)c1ccc2c(c1)CCCN2C(C)=O (centres undefined)	-4%
COc1ccccc1N1CCN(S(=O)(=O)c2c(C)nc3sccn3c2=O)CC1	0%
CCOc1ccc(CNC(=O)c2ccc3nc(CC)c(CC)nc3c2)cc1	4%
O=C(Nc1c2c(nn1-c1ccc(Cl)cc1)CS(=O)(=O)C2)c1ccc(Br)cc1	0%
Cc1noc(-c2ccccc2OCC(=O)Nc2ccccc2[N+](=O)[O-])n1	3%
Cc1oc2ccc(O)c(CN(C)Cc3ccccc3)c2c1C(=O)Nc1ccccc1	-2%
CCc1ccc(CN(C(=O)c2cc(=O)c3ccc(C)cc3o2)C2CCS(=O)(=O)C2)cc1 (centres undefined)	-3%
CCCN(C(=O)CCc1nc(-c2ccc(OC)cc2)no1)c1ccccc1F	-4%
CCOc1ccc(C2CC(c3c(O)n(C4CCCCC4)c(=O)[nH]c3=O)=Nc3ccccc3S2)cc1 (centres undefined)	-13%
CCOC(=O)c1ccc(NC(=O)CC2C(=O)N(c3cccc(OC)c3)C(=O)N2Cc2ccc(OC)cc2)cc1 (centres undefined)	2%
O=S(=O)(Nc1cccc(-c2ccc(N3CCCC3)nn2)c1)c1cc(F)ccc1F	6µM*

Taken from the entries so far, 15 compounds:
SMILES	FLuc modulator
Cc1nc2c(C(=O)NCc3ccccc3Cl)cnn2c(C)c1Cc1c(F)cccc1Cl	-3%
Cc1ccc(CNc2ncnc3c2cnn3-c2ccc(C)cc2C)cc1	-13%
COc1ccccc1N1CCN(C(=O)c2cnn(-c3cccc(Cl)c3)c2C2CCN(C(=O)OC(C)(C)C)CC2)CC1	2%
COc1ccccc1-c1nnc(C2CCN(C(=O)c3ccc(Cl)cc3)CC2)o1	-1%
COc1cccc2c1cc1c(=O)n(CC(=O)NCc3ccc(C)o3)nc(C)n12	2%
CCc1ccc2oc(-c3ccc(NC(=O)c4ccc(OC)c(Br)c4)cc3)nc2c1	?
CCOc1ccc(C(=O)N2CC(=O)Nc3ccc(F)cc3C2c2ccc(F)cc2)cc1 (centres undefined)	3%
CCC1CCCCN1S(=O)(=O)c1ccc2c(c1)CCCN2C(C)=O (centres undefined)	-4%
COc1ccccc1N1CCN(S(=O)(=O)c2c(C)nc3sccn3c2=O)CC1	0%
CCOc1ccc(CNC(=O)c2ccc3nc(CC)c(CC)nc3c2)cc1	4%
O=C(Nc1c2c(nn1-c1ccc(Cl)cc1)CS(=O)(=O)C2)c1ccc(Br)cc1	0%
Cc1noc(-c2ccccc2OCC(=O)Nc2ccccc2[N+](=O)[O-])n1	3%
Cc1oc2ccc(O)c(CN(C)Cc3ccccc3)c2c1C(=O)Nc1ccccc1	-2%
CCc1ccc(CN(C(=O)c2cc(=O)c3ccc(C)cc3o2)C2CCS(=O)(=O)C2)cc1 (centres undefined)	-3%
CCCN(C(=O)CCc1nc(-c2ccc(OC)cc2)no1)c1ccccc1F	-4%

The list continues:
SMILES	FLuc modulator
Cc1ccc(Cl)cc1NC(=O)CSc1nc2ccccc2c2nc(-c3ccccc3)nn12	-5%
Cc1c(/C=C(\C#N)C(=O)Nc2cccc(Cl)c2)c2ccccc2n1Cc1ccccc1Cl	-5%
CCOc1ccc(-c2nc(Cn3ccn4nc(-c5ccc(OCC)c(Cl)c5)cc4c3=O)c(C)o2)cc1	0%
O=C(Cc1ccc(-c2ccccc2)cc1)NCCS(=O)(=O)N1CCN(c2cccc(Cl)c2)CC1	2%
CC(C)c1ccc(NC(=O)c2ccc3c(c2)CCN3S(=O)(=O)c2ccccc2)cc1	-3%
CCCCc1ccc(NC(=O)CSc2nc(=O)[nH]c3c2CCCC3)cc1	?
COc1cccc(CNC(=O)c2ccc3c(c2)sc2nc(-c4cccc(OC)c4)cn23)c1	1%
CC(C)c1ccc(NC(=O)c2cc(S(=O)(=O)NCCC3=CCCCC3)ccc2F)cc1	0%
COc1cc(OC)c(NC(=O)C(C)n2c(=O)cc(-c3ccccc3)c3c(C)nn(C)c32)cc1Cl (centres undefined)	-10%
CCOC(=O)Cn1c(=O)oc2cc(S(=O)(=O)N3CCN(c4ccc(Cl)cc4)CC3)ccc21	1%
Cc1cccc(OCC(=O)Nc2c(C(=O)N3CCN(c4ccccc4)CC3)oc3ccccc23)c1	0%
CC(=O)c1cccc(NC(=O)C2CCN(c3ncnc4c3nc3n4CCCCC3)CC2)c1	-19%
O=C(NCc1ccc(F)cc1)c1ccc(Nc2nc3ccccc3n3nnnc23)cc1	-3%
CCOC(=O)C1CCCN(S(=O)(=O)c2ccc3c(c2)oc(=O)n3C)C1 (centres undefined)	2%
Cc1cccc(N2CCN(S(=O)(=O)c3cc(C(=O)Nc4ccc(Oc5ccccc5)cc4)ccc3F)CC2C)c1 (centres undefined)	-6%
